KOR beta-arrestin-1: KOR agonists, beta-arrestin recruitment, primary screen, cell-based, luminescence, uHTS (AID 1777) | hit rate 0.02% among 280,000 | KOR beta-arrestin recruitment, luminescence; higher % means a stronger effect | activation, % at 10 µM, or EC50 in µM where a hit was titrated; in the data active = activation above about 50%, passing the limit was not always enough; note: a part of the inactive calls stands beside numbers as strong as those of hits
Myeloid diff 2: compounds promoting myeloid differentiation. ER-HoxA9 myeloid progenitors, lysozyme-GFP differentiation, flow cytometry. hit rate 1% among 360,000. AID 624256. calls only at 10 µM;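 active = normalized GFP-positive differentiation at or above the plate's own cutoff, the solvent-only control mean plus 3 SD; inconclusive = no clear call, values can overlap the other calls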;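 note: cells exposed to compound for four days before flow analysis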
NOD1 inhibition: NOD1 signaling inhibitors, primary screen, cell-based, luminescence, uHTS (AID 1578); hit rate 1% among 290,000; one-dose inhibition, % at 4 µM; EC50 in µM for titrated hits; NOD1-driven NF-kB luciferase reporter cells, luminescence; higher % means a stronger effect; in the data active = inhibition mostly above about 36%, no sharp cut-off; inactive = mostly below about 34%;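 note: HEK-293T reporter cells stimulated with the NOD1 agonist gamma-tri-DAP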
T cell HTS: modulates CD8 T cell binding to vesicles. calls only at 7 µM. 2C CD8+ T cell-vesicle binding, flow cytometry; stronger effect = lower value. hit rate 0.068% among 330,000. AID 2052;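 active = response, share of CD8 T cells binding vesicles, and their 90th percentile fluorescence all below set limits, cut at about 80% in these data, passing the limit was not always enough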
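Material: 2C TCR transgenic mouse naive CD8+ T cells, MACS-purified. Also added: QL9-charged Drosophila Ld/ICAM-1/B7-1 vesicles. Timing: binding 1.5 h at 37 °C. Measured by: high-throughput flow cytometry with anti-B7-1 and anti-CD8 staining. Read-out: percent CD8+ FL2 mean versus row control. Controls: Unloaded micro-vesicles (low), QL9 vesicles with 0.7% DMSO (high).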
NTR1 agonist: agonists of NTR1, primary screen, imaging, U2OS cells, beta-arrestin-GFP, high content (AID 493036) | NTR1-U2OS beta-arrestin-GFP spot imaging, agonist mode | hit rate 0.17% among 330,000 | activation, % at 20 µM;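 active = activation at or above 40% of the spot to cytoplasm intensity ratio, with at least 20 cells analyzed; inconclusive = wells under 20 cells, flagged as cytotoxic or low count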;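 note: 0% = DMSO without peptide and 100% = 100 nM NTR1 peptide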
Target sequence (P30989 whole entry, looked up): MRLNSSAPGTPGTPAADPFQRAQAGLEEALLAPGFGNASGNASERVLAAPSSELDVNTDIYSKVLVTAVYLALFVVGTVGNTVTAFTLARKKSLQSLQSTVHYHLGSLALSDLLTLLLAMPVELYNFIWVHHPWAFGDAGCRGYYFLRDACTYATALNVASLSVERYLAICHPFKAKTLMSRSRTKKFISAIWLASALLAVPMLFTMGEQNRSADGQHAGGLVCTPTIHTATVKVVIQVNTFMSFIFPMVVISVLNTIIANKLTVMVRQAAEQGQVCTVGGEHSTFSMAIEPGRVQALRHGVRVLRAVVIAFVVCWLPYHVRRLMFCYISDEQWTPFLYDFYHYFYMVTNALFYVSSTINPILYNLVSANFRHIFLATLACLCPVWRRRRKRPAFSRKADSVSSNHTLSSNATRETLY
GPR55 beta-arrestin: selective activators of receptor GPR55 – imaging, U2OS cells, beta-arrestin-GFP redistribution, primary screen (AID 1961) | U2OS GPR55 beta-arrestin-GFP redistribution imaging; higher % means a stronger effect | activation, % at 10 µM, or EC50 in µM where a hit was titrated | hit rate 0.048% among 290,000;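 active = activation above 40% with more than 50 cells counted in the well; inconclusive = wells holding fewer than 50 cells, flagged as toxic or sparse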;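 note: U2OS osteosarcoma cells stably expressing GPR55 and beta-arrestin-GFP; plate controls were DMSO negative control for no effect and LPI positive control for full effect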
HEK293 NOD2/NF-kB: NOD2 signaling inhibitors, cell-based, luminescence, uHTS, HEK293 (AID 1566); one-dose inhibition, % at 4 µM; EC50 in µM for titrated hits; hit rate 0.63% among 290,000; HEK293 NOD2/NF-kB luciferase reporter, luminescence; higher % means a stronger effect; note: many of its hits are not listed in these tables
KOR beta-arrestin-2: kappa opioid receptor blockers – cell-based, luminescence, uHTS (AID 1778); KOR beta-arrestin recruitment, luminescence, antagonist mode; higher % means a stronger effect; inhibition, % at 10 µM, or IC50 in µM where a hit was titrated; hit rate 0.091% among 290,000; note: strong numbers were not always called active
GPR55 antagonists: GPR55 antagonists blocking LPI-driven arrestin recruitment, primary screen, imaging, U2OS, beta-arrestin-GFP, LPI agonist (AID 2013). U2OS GPR55 beta-arrestin-GFP translocation imaging, LPI antagonism; higher % means a stronger effect. hit rate 0.13% among 290,000. one-dose inhibition, % at 10 µM; IC50 in µM for titrated hits;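 active = spots per cell inhibited over 60%, with over 100 cells counted and total cytoplasm intensity under 500,000; inconclusive = wells with under 100 cells, flagged as likely toxic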;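 note: U2OS cells stably carrying GPR55 and arrestin-GFP stimulated by 5 µM LPI near EC80; imaged beta-arrestin-GFP aggregate spots per cell after agonist stimulation; plate controls were LPI-stimulated DMSO wells for no effect and DMSO wells without LPI for full effect; some results filed as inactive read as strong as hits; confirmed hits need IC50 under 10 µM and bright autofluorescent wells are also inconclusive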
T cell HTS vesicle-bound %: further read-out of T cell HTS, marked with its call; double positive events, %; measured here: CD8+ vesicle-bound cell fraction;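 binding gate set so that unloaded-vesicle control wells show 10% double positive cells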
NTR1 agonist cell count 20 µM: further read-out of NTR1 agonist, marked with its call; cell count; measured here: cell count, cytotoxicity flag
Myeloid diff 2 GFP+ MAC1+ %: further read-out of Myeloid diff 2, marked with its call; GFP+ MAC1+ double positive, %; measured here: differentiation confirmed by MAC1 staining
* = called active by the depositor; i = inactive; ? = inconclusive; . = not tested or not shown; [ ] = another dose, or the depositor's remark. Cut-off read from the data, not from the text of the source, unless noted: active = inhibition above about 50%; inactive = the rest.

compound | NTR1 agonist | KOR beta-arrestin-2 | HEK293 NOD2/NF-kB | KOR beta-arrestin-1 | NTR1 agonist cell count 20 µM | T cell HTS | Myeloid diff 2 | GPR55 antagonists | GPR55 beta-arrestin | Myeloid diff 2 GFP+ MAC1+ % | T cell HTS vesicle-bound % | NOD1 inhibition
COc1ccccc1-c1nnc(NC(=O)CSc2nncn2C)s1 | 2.6 | -4.9% | -48.2% | -4.4% | 72 | i | i | 1.4% | -0.1% | 0.6 | 55.7 | -34.4%
O=C1CC(c2ccco2)CC(O)=C1C=Nc1cc(Cl)ccc1Cl (stereo unspecified) | -0.6 | -20.9% | 17.8% | 8.0% | 67 | i | i | -6.1% | 0.4% | 2.1 | 53.2 | -16.8%
CCOC(=O)C1=C(CNCc2ccc(C)cc2)NC(=O)NC1c1cc(C)ccc1C (stereo unspecified) | 3.9 | 6.5% | 3.0% | -1.7% | 60 | i | i | 2.1% | 0.2% | 0.2 | 43.8 | 0.6%
Cc1ccc(NC(=O)NC(=O)CN2C(=O)NC3(CCCCCCC3)C2=O)c(C)c1 | 3.7 | 0.4% | -12.5% | -8.1% | 58 | i | i | 2.1% | 0.1% | 2.7 | 17.9 | -47.2%
Cc1c(C(=O)N2CCOCC2)sc2ncnc(N3CCc4ccccc4C3)c12 | -0.6 | 27.3% | 5.2% | -5.4% | 75 | i | i | 35.9% | -0.1% | 0.4 | 37.7 | 9.8%
Cc1sc2ncnc(N/N=C/c3ccccc3O)c2c1C | . | -63.8% | -25.8% | -3.1% | . | i | ? | 4.6% | 0.2% | . | 48.2 | -16.3%
Cc1ccc(-c2nnn(CC(=O)Nc3ccc(S(=O)(=O)N4CCC(C)CC4)cc3)n2)cc1 | 5.7 | -49.0% | -11.0% | 9.4% | 86 | i | i | -7.2% | -0.2% | 1.4 | 43.2 | -0.2%
O=c1c(Cc2ccc(F)cc2)c(O)ccn1CC1CCCO1 (stereo unspecified) | -0.6 | 12.5% | 14.8% | -3.2% | 51 | i | i | 13.5% | -0.1% | 0.3 | 37.7 | -15.5%
O=C(Cn1nc(-c2cccc(Cl)c2)ccc1=O)Nc1ccc(C(=O)NC2CC2)cc1 | -0.9 | -18.0% | 6.3% | -3.4% | 65 | i | i | -10.4% | -0.1% | 0.4 | 6.4 | 5.7%
Cn1c(-c2ccc3c(c2)OCO3)cnc1NCc1ccc(Cl)cc1 | -1.1 | 26.1% | -9.6% | 1.4% | 79 | i | i | 20.7% | 0.0% | 0.5 | 18.6 | 0.9%
C=CCN1C(=O)c2cccc3c(Br)ccc(c23)C1=O | 3.3 | -25.1% | 5.8% | -0.2% | 52 | i | i | 12.2% | -0.6% | 0.5 | 44.7 | -18.6%
COc1ccc(CN2CCN(Cc3ccco3)CC2)c(OC)c1 | -1.2 | 10.6% | -1.5% | -0.5% | 76 | i | i | 4.9% | -0.1% | 0.4 | 14.4 | -5.2%
O=C(Nc1cccc(Cl)c1)c1ccc(F)c(S(=O)(=O)NCc2cccs2)c1 | 4.8 | 8.1% | 28.3% | -5.2% | 46 | i | i | -0.7% | -0.2% | 0.8 | 31.8 | 9.6%
CSc1ncc(C(=O)Nc2ccccc2)cn1 | 2.2 | 8.0%[20 µM] | 9.4% | -5.4% | 55 | i | i | 11.1% | -0.1% | 0.9 | 44.8 | -18.4%
COC(=O)c1ccc2c(=O)[nH]c(CSc3nnc(C(F)(F)F)n3C)nc2c1 | 1.5 | -1.5% | -2.1% | 4.3% | 43 | i | i | -0.5% | -0.4% | 0.4 | 40.2 | -2.0%
COc1ccc(/C=N/NC(=O)CN2CCCCCCC2)c(C)c1C | 2.7 | 25.1% | 15.6% | 3.4% | 69 | i | i | 12.2% | -0.3% | 0.4 | 29.9 | 2.1%
Cc1cc2cc(C)c(NCCNC(=O)c3cccs3)nc2cc1C | 4.4 | -41.1%[20 µM] | 26.6% | -1.0% | 92 | i | i | 7.2% | -0.1% | 0.1 | 40.0 | -6.0%
C=CCn1cccc(C(=O)Nc2ccc(Cl)cc2)c1=O | -0.7 | -11.2% | -10.2% | 1.2% | 86 | i | i | -1.3% | -0.1% | 1.0 | 53.6 | -3.8%
Cc1cccc(Oc2ccc(NC(=O)c3ccccc3C(=O)O)cc2)c1C | -0.2 | -7.8% | 8.6% | 1.8% | 46 | i | i | -10.5% | -0.4% | 0.2 | 40.7 | -48.8%
COc1cc(C)nc(Oc2ccc(/C=N/O)cc2)n1 | -2.0 | -3.5% | -3.6% | 11.7% | 30 | i | i | 0.1% | -0.2% | 0.8 | 4.2 | -6.5%
O=C(COC(=O)c1cccc(NC(=O)c2ccco2)c1)c1ccc(Br)cc1 | 7.6 | 15.6% | -12.0% | 17.4% | 77 | i | i | 0.2% | -0.3% | 0.9 | 20.7 | 0.3%
COc1ccc(-n2cnc3cc(NCc4ccco4)ccc32)cc1 | 1.3 | 16.4% | -72.1% | -6.2% | 54 | i | ? | 11.3% | -0.1% | . | 32.4 | -36.0%
Cc1ccccc1C(=O)Oc1cc(N)n(S(=O)(=O)c2ccccc2)n1 | -1.0 | -24.6% | 5.8% | -1.3% | 104 | i | i | 8.5% | 0.9% | 0.3 | 18.3 | -39.1%
Cc1cc(C)nc(OC(C(=O)O)C(OCCc2ccccc2)(c2ccc(F)cc2)c2ccc(F)cc2)n1 (stereo unspecified) | 1.0 | -10.4% | . | -1.0% | 48 | i | i | -8.3% | -0.2% | 0.1 | 61.2 | .
OCC1CCN(Cc2cn(Cc3ccccc3)nc2-c2cc3ccccc3o2)CC1 | 1.2 | -27.1% | -3.1% | -0.2% | 64 | i | i | 3.7% | -0.2% | 0.6 | 51.3 | -28.1%
C=CCSc1nnc(NC(=O)COc2ccc3ccccc3c2)s1 | 0.8 | -12.8% | -4.9% | 1.0% | 63 | i | i | -3.4% | -0.1% | 3.9 | 51.8 | 4.5%
COc1ccccc1NC(=O)C(C(C)C)N1C(=O)c2ccccc2C1=O (stereo unspecified) | -0.1 | -40.3%[20 µM] | 9.7% | -5.0% | 54 | i | i | 2.6% | -0.2% | 0.2 | 54.6 | 47.9%
CCCCNCc1cc(OC)c(OCC(N)=O)cc1Br | -0.7 | 2.0% | 10.6% | -5.0% | 86 | i | i | 7.5% | 0.5% | 0.9 | 19.1 | 0.9%
COc1ccc(C(c2nnnn2CCc2ccccc2)N2CCN(C)CC2)cc1OC (stereo unspecified) | . | 23.3% | 3.9% | 1.2% | . | . | i | 8.8% | 0.6% | 0.9 | . | -24.9%
CN(Cc1ccccc1)C(=O)COC(=O)/C=C/c1ccco1 | 5.2 | -12.9% | -7.4% | -1.7% | 16 | i | i | -36.6% | -0.4% | 0.6 | 44.5 | -38.4%
COc1cc(NS(=O)(=O)c2ccc(NS(=O)(=O)c3ccccc3)cc2)nc(OC)n1 | 1.3 | 3.6% | 5.9% | 9.2% | 36 | i | i | 8.2% | 0.2% | 0.7 | 50.4 | -12.1%
CS(=O)(=O)N(CC(N)=O)c1cccc(Br)c1 | 0.4 | -3.1% | 3.2% | -4.2% | 54 | i | i | 4.6% | 0.0% | 1.1 | 26.1 | -23.4%
NC(=O)CN1CCN(C(=O)NC2CCCCC2)CC1 | 0.1 | -15.9% | 7.7% | 5.4% | 71 | i | i | -2.4% | -0.1% | 1.5 | 60.5 | 3.1%
O=C(O)CCn1c(-c2ccccn2)nc2ccccc21 | 2.5 | -6.6% | -1.5% | -6.4% | 60 | i | i | 13.8% | -0.2% | 0.3 | 57.8 | -20.2%
CC(c1ccccc1F)n1cc(C(=O)NCCc2ccco2)nn1 (stereo unspecified) | -2.7 | -19.7% | -2.5% | 0.0% | 80 | i | i | -0.4% | -0.2% | 0.4 | 43.2 | 4.7%
CC1=NN(C(N)=S)C(=O)C1N=Nc1cccc([N+](=O)[O-])c1 (stereo unspecified) | -0.5 | -8.2% | -40.1% | 0.6% | 77 | i | i | 13.9% | -0.1% | 1.0 | 49.4 | -5.0%
Cc1ccc(C(=O)Nc2ccc3c(c2)nc2n3CCSC2)cc1 | 0.3 | -8.3% | -109.6% | 0.1% | 72 | i | i | 7.3% | 0.2% | 0.3 | 22.0 | -55.3%
C=CCn1c(N)c(C(=O)NCC2CCCO2)sc1=S (stereo unspecified) | -1.7 | 10.4% | -5.9% | 0.4% | 62 | i | i | 3.7% | -0.1% | 0.6 | 21.1 | -18.4%
COc1ccc(N2CCN(C(=O)c3ccc4c(Cl)c5c(nc4c3)CCCC5)CC2)cc1 | 10.6 | 1.7% | 21.3% | -1.6% | 50 | i | i | 1.4% | -0.2% | 9.8 | 25.8 | -5.7%
COc1ccc(-c2cc(C3CCN(c4ccc(C(C)=O)cc4[N+](=O)[O-])CC3)[nH]n2)cc1 | 4.1 | -47.3% | -15.7% | 4.6% | 85 | i | i | -5.1% | 0.5% | 1.0 | 55.4 | 17.5%
Cc1cc(Cl)n2ncc(-c3ccccc3)c2n1 | -0.2 | 40.5% | -60.2% | -3.1% | 29 | i | i | 13.2% | 0.3% | 1.1 | 28.2 | -4.2%
COc1ccc(N2CCN(C(=O)CN(c3cccc(OC)c3)S(=O)(=O)c3ccccc3)CC2)cc1 | 1.0 | 14.3% | -1.1% | -1.2% | 60 | i | . | 11.0% | 0.0% | . | 12.8 | -12.5%
COc1ccc(NC(=O)c2sc3ncn(CC(=O)N4CCN(c5ccccn5)CC4)c(=O)c3c2C)cc1OC | 0.0 | -36.3% | 12.8% | -2.6% | 79 | i | i | -4.6% | -0.2% | 0.9 | 11.0 | 27.0%
Fc1ccccc1/C=N/n1cnnc1 | 1.7 | 19.7% | 4.6% | -3.7% | 81 | i | i | 2.8% | -0.1% | 1.1 | 13.4 | -7.8%
COc1ccc(C(=O)NCC(=O)N/N=C/c2cccc(OC(=O)c3ccco3)c2)cc1OC | 0.2 | 24.9% | 2.0% | -3.6% | 47 | i | i | 11.5% | -0.5% | 0.6 | 3.1 | -24.6%

Screening results: PubChem, several laboratories

An excerpt; the hit share may differ from the screen's.
